TRHR agonist = agonists of human TRH receptor. 360,000 compounds, 0.18% hits. AID 493084. activation, % at 2 µM. TRHR cells, calcium flux fluo-8, FDSS agonist mode; also: 0% is about no effect
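Fluo-8-loaded TRHR cells; 10 s baseline, compound added, kinetic Ca2+ fluorescence read 1/s, agonist mode.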
D1 antag = human D1 dopamine receptor antagonism. HEK293 TREx D1 cells, calcium flux, dopamine EC80; stronger effect = lower value. activity change, negative = inhibition, % at 10 µM. 360,000 compounds, 3.2% hits. AID 504652; in the data active = activity change below about -30%; also: % is scaled to controls: 0 for no effect and ±100 for the full control effect
Target sequence (P21728 whole entry, looked up): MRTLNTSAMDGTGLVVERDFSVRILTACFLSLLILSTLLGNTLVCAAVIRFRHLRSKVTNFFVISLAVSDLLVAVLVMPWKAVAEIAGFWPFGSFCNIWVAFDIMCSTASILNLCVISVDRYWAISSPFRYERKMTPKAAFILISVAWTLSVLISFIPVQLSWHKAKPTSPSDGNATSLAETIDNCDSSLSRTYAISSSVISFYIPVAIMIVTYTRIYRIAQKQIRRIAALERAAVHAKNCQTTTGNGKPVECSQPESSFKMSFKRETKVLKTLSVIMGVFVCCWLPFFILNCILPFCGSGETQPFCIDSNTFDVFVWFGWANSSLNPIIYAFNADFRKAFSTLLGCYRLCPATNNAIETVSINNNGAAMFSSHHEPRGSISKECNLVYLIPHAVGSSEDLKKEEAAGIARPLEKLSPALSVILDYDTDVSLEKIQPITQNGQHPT
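Inducible Hek293 Trex D1 cells (tetracycline, overnight, 30 C). Calcium dye 30–90 min RT. Antagonist mode: EC80 dopamine added after 180 s compound read.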
D1 PAM = enhances dopamine response at the human D1 receptor; P21728; HEK293 TREx D1 cells, calcium flux, dopamine EC20 potentiation; potentiation, % at 10 µM; 360,000 compounds, 0.036% hits; AID 504651; in the data active = potentiation above about 30%; also: 0% is about no effect
RXFP1 antagonist = RXFP1 (human) relaxin receptor antagonism; Q9HBX9; HEK293-RXFP1, relaxin-stimulated cAMP HTRF, 30 min; stronger effect = lower value; activity change, negative = inhibition, % at 57.5 µM; 350,000 compounds, 0.59% hits; AID 1259400;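 active = activity change of -60% or lower, but not beyond a set lower limit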; also: % is scaled to controls: 0 for no effect and ±100 for the full control effect
D2 antagonist = antagonizes the human D2 dopamine receptor; P14416; HEK293 TREx D2 cells, calcium flux, dopamine EC80; inhibition, % at 10 µM; 340,000 compounds, 2% hits; AID 485344; in the data active = inhibition above about 30%; also: 0% is about no effect
Target sequence (P14416 whole entry, looked up): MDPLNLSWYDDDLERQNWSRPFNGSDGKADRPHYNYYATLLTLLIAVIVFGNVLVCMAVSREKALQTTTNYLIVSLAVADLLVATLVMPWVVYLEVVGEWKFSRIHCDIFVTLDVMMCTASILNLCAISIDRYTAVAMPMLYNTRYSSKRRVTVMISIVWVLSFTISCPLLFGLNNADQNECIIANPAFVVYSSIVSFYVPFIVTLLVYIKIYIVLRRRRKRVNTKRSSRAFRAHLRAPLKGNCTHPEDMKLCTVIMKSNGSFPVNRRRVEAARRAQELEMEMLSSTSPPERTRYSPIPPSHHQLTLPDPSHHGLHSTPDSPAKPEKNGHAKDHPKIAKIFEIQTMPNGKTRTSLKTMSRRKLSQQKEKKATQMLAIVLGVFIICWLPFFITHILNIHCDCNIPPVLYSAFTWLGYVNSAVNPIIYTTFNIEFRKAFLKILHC
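Dopamine at EC80 is the agonist stimulus; test compounds precede it by 180 s. Calcium flux read kinetically in a force-coupled, inducible HEK293 T-REx D2 cell line.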
D1 agonist = human D1 receptor agonism; P21728; HEK293 T-REx D1 cells, calcium flux, agonist mode; activation, % at 2 µM; 360,000 compounds, 1% hits; AID 504660; also: 0% is about no effect
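Agonism was scored from calcium flux recorded over 180 s (1 read/s) after pintool compound addition, following a 10-cycle baseline. Cells were inducible force-coupled HEK293 TREx D1, plated overnight at 30 C and loaded with no-wash calcium dye.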
D2 ag = D2 dopamine receptor (human) agonism. activation, % at 2 µM. 340,000 compounds, 0.53% hits. HEK293 T-REx D2 cells, calcium flux agonist mode;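 active = activation over 3 SD above normal in the single-dose calcium agonist read, cut at about 30% in these data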; also: 0% is about no effect
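Tetracycline-induced HEK293 Trex cells with D2 receptor force-coupled to calcium signaling, plated overnight at 30 C and loaded with no-wash calcium dye. Calcium flux read kinetically for 180 s after compound addition; responses flag agonists.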
D2 PAM = positively modulates the human D2 dopamine receptor allosterically; P14416; HEK293 T-REx D2, calcium flux, EC20 dopamine potentiation; AID 485347; 340,000 compounds, 0.34% hits; potentiation, % at 10 µM;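 active = potentiation over 3 SD above the plate norm, cut at about 30% in these data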; also: 0% is about no effect
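Primary screen. Calcium kinetics in induced HEK293 T-REx D2 cells: compound pre-addition 180 s, EC20 dopamine, 180 s more.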
TRHR PAM = TRH receptor (human) allosteric enhancement. enhancement, % at 2 µM. P34981. 360,000 compounds, 0.66% hits. TRHR cells, fluo-8 calcium fluorescence, EC20 TRH enhancement. AID 493056; in the data active = enhancement above about 30%; also: 0% is about no effect
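TRHR-expressing cells loaded with fluo-8 calcium dye were read kinetically (ex 480/em 530) during compound addition, then stimulated with an EC20 of TRH (10 nM final). Enhancement of the Gq-mediated intracellular calcium response was scored.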
An asterisk follows results filed as active; x = no result given; & = joins results of further samples. Rule as the data show it, unless noted: active = activation above about 30%; inactive = the rest.

SMILES	TRHR agonist	D1 antag	D1 PAM	RXFP1 antagonist	D2 antagonist	D1 agonist	D2 ag	D2 PAM	TRHR PAM
CCCCN1C(C(=O)c2ccccc2)=C(OC(C)=O)c2ccccc2S1(=O)=O	-1.8	9	3	-63*	x	3	-1.1	17	1
Cc1ccc(-c2nnc(SCC#CCOC(=O)c3ccco3)o2)cc1	0.9	-2	-5	0	-2	4	-0.8	13	3
COCc1cc(=O)n2[nH]c(N)nc2n1	-0.2	9	1	-7	x	1	x	x	17
CCOc1cc(N2CCOCC2)c(OCC)cc1NC(=O)C(NC(=O)c1ccco1)C(C)C (configuration not stated)	0.4	16	-2	1	-6	2	1.0	2	-7
O=C(CCSCc1ccccc1F)N1CCN(c2ccc(F)cc2)CC1	-0.4	0	5	-11	x	0	-0.4	2	-6
O=C(NNS(=O)(=O)c1ccccc1)C1CCN(S(=O)(=O)c2ccccc2)CC1	0.0	4	11	-1	-6	1	0.5	17	9
CC(C)CCOc1ccc(Cn2c(=O)oc3ccccc32)cc1	0.8	17	3	2	x	6	0.7	-3	-1
Cc1ccc(-c2nnn(CC(=O)N(Cc3cccs3)C(C(=O)NC3CCCC3)c3ccco3)n2)o1 (configuration not stated)	1.2	-3	0	0	26	10	-0.6	3	5
COc1ccc(CCNC(=O)c2ccc(Cl)cc2Cl)cc1OC	0.1	10	4	-1	-4	2	0.1	9	-9
COc1cc(NC(=O)c2c(C)nn(-c3ccc(F)cc3)c2-n2cccc2)cc(OC)c1	42*	0	-1	x	x	5	0.5	-1	9
Cc1sc2nc[nH]c(=O)c2c1-c1ccc(F)cc1	-0.7	2	-5	8	11	12	-0.5	5	2
Cc1cccc(NC(=O)CNC(=O)CSc2nc(N)cc(N)n2)c1C	-0.1	9	1	6	-15	2	-0.8	-6	-3
COc1ccc(OCC(=O)OC(C)CN2CCOCC2)cc1 (configuration not stated)	0.4	-2	4	-7	-4	1	0.3	-7	2
O=C(Nc1cccc(Cl)c1)c1cccc(N2C(=O)C3CC=CCC3C2=O)c1 (configuration not stated)	1.1	-3	1	-18	-34	17	1.3	9	-2
COC(=O)c1[nH]c2cccc(C)c2c1NC(=O)CN1CCCc2ccccc21	2.4	5	16	-12	-12	7	-0.2	8	1
C/C(Cl)=C/Cn1c(N2CCCC2)nc2c1c(=O)[nH]c(=O)n2C	-0.6	9	-2	5	7	0	-0.1	-4	-5
COc1cccc(C2=NO[C@@H]3C(=O)N(c4ccc5c(c4)OCCO5)C(=O)[C@H]23)c1OC	2.1	-4	-4	-5	-13	7	0.5	-12	-4
Cc1ccc(Nc2cccccc2=O)cc1	-1.8	4	-2	2	7	1	1.1	1	-8
COc1cc(CN2CCN(C(=O)CC(C)C)CC2)cc(OC)c1O	-0.1	-11	-4	-12	-3	1	18	-9	-2
Cc1cccc(NC(=O)C(CC(C)C)NC(=O)C2CCC(C)CC2)n1 (configuration not stated)	-0.5	-9	-4	5	-3	1	-0.2	0	0
COC(=O)C1=C(C)N(C)C(=O)NC1c1ccccc1 (configuration not stated)	0.3	5	-5	-7	-5	1	0.9	-6	0
COc1ccccc1/C=C/C=N/NC(=O)Cc1cccn1C	-0.2	1	-3	-3	6	2	-0.6	-1	0
Cc1cc(C)c2ccc(=S)[nH]c2n1	0.1	-12	-8	9	8	3	2.4	4	0
CCCNc1nc(=S)n(-c2ccccc2)c(C)c1C(C)=O	0.2	7	-6	-6	8	0	-0.2	-5	17
COc1ccc(Cl)cc1C(=O)NNC(=O)COC(=O)CCN=C1NS(=O)(=O)c2ccccc21	-0.5	6	-4	5	30*	3	-0.5	-1	7
CN1CCN(CCOc2ccc(Cl)c(Cl)c2)CC1	0.3	-11	-5	-10	-12	12	8.7	-16	10
O=C(COC(=O)CCSc1ccc(Cl)cc1)NCc1ccccc1Cl	-0.1	4	-1	2	-5	4	-0.9	5	-2
Cc1ccc(CNC(=O)c2ccccc2-n2cnnn2)cc1	-0.7	-2	1	0	11	0	-0.5	11	-1
O=C(Nc1ccccc1)c1ccccc1CSc1ccccc1	-0.1	3	-7	x	-16	3	-1.8	-8	-2
COc1ccccc1OCCCCn1ncc2ccc(OC)c(OC)c2c1=O	0.0	-15	-3	9	6	4	0.4	4	-3
OCCNCCOc1ccccc1F	-0.8	4	-3	-22	23	0	5.8	-4	6
O=c1c(O)cccc2cc(O)c(O)c(O)c12	0.4	-6	0	8	15	0	-0.3	2	0
COc1ccc(N(CC(=O)N/N=C/c2ccc(C(=O)O)cc2)S(=O)(=O)c2ccc(NC(C)=O)cc2)cc1	0.3	-3	6	8	56*	1	0.5	-7	-1
Cc1ccc2ccc(C)[n+](CCCS(=O)(=O)[O-])c2c1	0.1	-21	-2	8	13	2	0.1	1	2
O=C1OCCC1Sc1nc2ccccc2s1 (configuration not stated)	0.0	8	1	-12	-17	4	-0.9	9	7
O=C(c1cccc(S(=O)(=O)N2CCOCC2)c1)N(Cc1nnc(-c2ccccc2Cl)o1)C1CC1	0.3	1	0	-4	15	2	-0.2	-5	-3
Cc1ccc(Cl)cc1N1CCN(C(=O)C2CCCN(S(=O)(=O)c3cnc[nH]3)C2)CC1 (configuration not stated)	0.6	-1	-1	-26	-10	4	-0.4	9	-2
Cn1c(=O)[nH]c(=O)c2c1nc(NCCc1ccccc1)n2Cc1ccc(F)cc1	-1.0	6	-1	-3	x	-2	-0.7	-10	-9
CCCOc1ccc(Cc2c(Cl)nc(SC)nc2OC)cc1	1.1	2	-1	-17	11	3	0.4	-6	-16
O=S(=O)(NC1=NCCCCC1)c1ccc(Cl)cc1	0.5	-10	-6	-2	-5	2	2.9	2	0
Cc1cccc(NC(=O)COC(=O)c2cc3ccccc3oc2=O)c1	0.1	5	0	-4	17	0	-0.2	2	-4
Cc1ccc(Cl)cc1N1CCN(C(=O)c2cn(C)c(=O)c3c2c2ccccc2n3C)CC1	0.0	-18	1	-7	5	12	0.7	25	2
Cc1ccc(S(=O)(=O)N2CCC(C(=O)OC(C)C(=O)NCc3ccccc3)CC2)cc1C (configuration not stated)	-1.1	6	2	-6	-6	3	-1.0	-7	-5
Cc1ccc(Sc2ncccc2C(=O)N(C)Cc2cccs2)c(C)c1	2.0	-7	x	-11	1	25	2.0	0	7
CCCS(=O)(=O)Nc1c(OC)ccc2c1c(C(=O)OCC)c(C)n2C	-0.1	-1	-3	1	-3	0	2.1	-3	4
O=C(NNc1cccc(Cl)n1)C(F)(F)F	0.3	2	-2	12	-12	4	-0.8	8	-7
Cc1ccc(S(=O)(=O)N2CCC(C(=O)Nc3nnc(COc4ccccc4)s3)CC2)cc1	0.3	-14	-4	-14	-21	3	1.4	7	-1
COc1cccc(NC(=O)Nc2cc(Cl)ccc2C)c1	1.6	-34*	-9	-4	14	9	-0.7	-15	9
O=C(NCCc1ccccc1)C1CC(=O)N(CCc2ccccc2)C1 (configuration not stated)	0.7	4	-3	11	0	2	-0.1	-4	-5
Cc1cc(C)cc(-n2ccnc2SCC(=O)O)c1	0.0	6	2	-11	-2	1	0.3	16	-1
Cc1nn(-c2ccccc2)nc1CNC(=O)C1CCC1	-0.1	15	-4	3	-4	2	-0.8	-2	6
O=C(NCC1CCCO1)c1cc2c([nH]c3ccccc32)c(-c2cccc(Br)c2)n1 (configuration not stated)	-0.1	5	-5	x	34*	6	-0.8	-19	-3
COc1ccccc1NC(=O)c1cccc(NC(=O)c2ccco2)c1	-0.1	-14	-3	-3	-6	-1	0.8	-6	1
O=C(O)CCC(=O)Nc1ccc(/C=C/C(=O)C2CC2)cc1	1.3	17	-1	5	-1	21	0.3	-4	3
Cc1cccc(CC(=O)N2CC(=O)Nc3ccc(F)cc3C2c2ccccc2)c1 (configuration not stated)	-0.1	-6	6	-25	x	2	-0.5	1	0
c1ccc(Nc2nc(N3CCOCC3)nc(N3CCOCC3)n2)cc1	0.3	-8	2	-3	-2	1	0.8	5	39*
O=C(CSc1nc2ccccc2[nH]1)Nc1nc(-c2ccc(Br)cc2)cs1	0.7	1	-4	-4	x	7	x	x	4
COCCNC(=O)CSc1nc2cc3c(cc2c(=O)n1CCCC(=O)NCc1ccc(OC)cc1)OCO3	-1.4&-0.3	4&19	-3&0	-11&3	-28	2&0	0.3&0.1	-11	-4&-5
O=C(CN(C(=O)CNC(=O)c1cccs1)c1ccc2c(c1)OCCO2)NC1CCCC1	0.0	-1	-3	9	-4	0	0.7	10	-3
COc1cccc(C(=O)NC(c2ccccc2)C2CCCC2)c1 (configuration not stated)	0.2	-3	-2	-37	4	0	-0.6	-13	-5

Continuation.
SMILES	TRHR agonist	D1 antag	D1 PAM	RXFP1 antagonist	D2 antagonist	D1 agonist	D2 ag	D2 PAM	TRHR PAM
Cc1cccn2c(CN(C)C3CCOC3)c(C(=O)N3CCCCC3)nc12 (configuration not stated)	0.3	7	2	9	6	4	1.0	12	1
CCc1ccc(NC(=O)Nc2ccc3c(c2)CCC3)cc1	0.2	4	-3	-1	20	5	-1.1	-4	-3
CCCNC(=O)C1CCC(CNS(=O)(=O)c2cccc3nsnc23)CC1 (configuration not stated)	0.5	-9	1	11	11	3	-0.2	2	-10
O=C(CCCOc1ccc(Cl)cc1Cl)N/N=C\C1CCCCC1	0.3	5	1	-6	24	3	-0.2	13	5
Cc1cc(C)c(C)c(S(=O)(=O)N2CCC(C(=O)N3CCCC3)CC2)c1C	-0.1	7	-4	7	-15	1	0.3	9	-21
O=[N+]([O-])c1ncccc1OCc1ccc(-c2ccccc2)cc1	0.6	-33*	-7	4	12	6	0.2	12	7
CCc1ccccc1NC(=O)CCn1nc(C)c2c(C)n(-c3ccccc3)nc2c1=O	-0.1	-2	1	-9	x	-1	-0.5	-3	2
Clc1ccc(/C=C\c2nccc3c2[nH]c2ccccc23)cc1	0.2	-6	-3	-16	66*	0	0.0	-40	-4
CCN(CC)S(=O)(=O)c1cc(NC(=O)CSc2nc3c(cc2C#N)C(=O)CC(C)(C)C3)ccc1C	0.5	-6	4	-12	14	2	0.9	3	-2
